Source: PubChem BioAssay (National Center for Advancing Translational Sciences (NCATS))
AMA1-RON2 inh: AMA1-RON2 (P. falciparum) interaction inhibition; hit rate 0.2% among 360,000; AID 720542; Potency, µM (titrated, usually from 58.2 µM), without a hit: top-dose activity change, negative = inhibition, actives largely listed as inhibitors; AlphaScreen AMA1-biotinylated RON2 peptide binding;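 also: potency is read from the fitted curve at half-maximal effect; 0% = vehicle wells and -100% = peptide control; nearly all actives have a fitted effect of over 45% in size; some results filed as inactive show a strong effect at the top dose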
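AMA1 (3D7) with his tag at 25 nM final met compounds first, then biotinylated RON2 peptide at 25 nM; detection used donor plus acceptor beads, 10 µg/mL apiece, read by AlphaScreen after 30 min at room temperature.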
TbPYK inhibitor: blocks Trypanosoma brucei pyruvate kinase; Q57TT1; hit rate 0.12% among 410,000; Potency, µM (top dose mostly 76.8 µM), for inactives: top-dose activity, negative = inhibition, actives largely listed as inhibitors; TbPYK enzyme, Kinase-Glo Plus ATP luminescence, 45 min; also: potency is read from the fitted curve at half-maximal effect; nearly all actives have a fitted effect of over 50% in size
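T. brucei PYK with substrate was exposed to pin-transferred compounds across a concentration series, then started with 130 uM ADP (final). After 45 min at room temperature, Kinase-Glo Plus luminescence was read, normalized and curve-fitted.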
AmpC inh detg: inhibitors of E. coli AmpC beta-lactamase with detergent; Potency, µM (top dose mostly 114 µM), without a hit: top-dose activity change, negative = inhibition, usual class: inhibitors; hit rate 0.041% among 370,000; AmpC hydrolysis of nitrocefin, absorbance 480 nm, 0.01% Triton; AID 485294; P00811;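 also: potency is read from the fitted curve at half-maximal effect; 0% = no-compound wells and -100% = no-enzyme wells; nearly all actives have a fitted effect of over 25% in size; some results filed as inactive show a strong effect at the top dose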
Target sequence (P00811 whole entry, looked up): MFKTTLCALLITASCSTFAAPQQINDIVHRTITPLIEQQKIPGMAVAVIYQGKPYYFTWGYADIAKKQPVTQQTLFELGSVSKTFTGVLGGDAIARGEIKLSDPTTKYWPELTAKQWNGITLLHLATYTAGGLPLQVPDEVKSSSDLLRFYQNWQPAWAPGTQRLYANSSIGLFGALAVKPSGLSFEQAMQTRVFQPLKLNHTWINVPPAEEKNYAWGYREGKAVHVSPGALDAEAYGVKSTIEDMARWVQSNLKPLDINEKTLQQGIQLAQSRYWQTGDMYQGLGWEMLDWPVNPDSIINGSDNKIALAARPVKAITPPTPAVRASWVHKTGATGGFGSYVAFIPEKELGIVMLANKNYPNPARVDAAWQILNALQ
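AmpC (5.3 nM in the dispensed reagent) in 20 mM phosphate pH 7.0 with 0.01% (detergent screen) or 0.0001% Triton X-100 was preincubated with compounds for 15 min at room temperature. Nitrocefin was then added from an 800 uM solution, and hydrolysis was followed at 480 nm.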
AmpC inh no detg: AmpC beta-lactamase inhibition without detergent. P00811. AID 485341. Potency, µM (highest dose often 57.1 µM), inactives show at the top dose activity change, negative = inhibition, most hits filed as inhibitors. AmpC nitrocefin hydrolysis, absorbance 480 nm, 0.0001% Triton. hit rate 0.52% among 330,000;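 also: potency is read from the fitted curve at half-maximal effect; plate controls were no compound for no effect and no enzyme for full effect; nearly all actives have a fitted effect of over 20% in size; some results filed as inactive show a strong effect at the top dose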
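20 mM phosphate pH 7.0 + 0.01% (detergent screen) or 0.0001% Triton X-100; 5.3 nM AmpC reagent; cpd preinc 15 min RT; nitrocefin (800 uM stock) to start; A480 q20 s × 4 min; Activity was normalised to no-enzyme and no-compound control wells.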
HCMV inh: inhibitors of human cytomegalovirus; HFF cells, HCMV-luciferase reporter, 72 h; hits give low values; activity change, negative = inhibition, % at 57.5 µM; hit rate 4.5% among 410,000; AID 1259415; in the data active = activity change below about -60%; inconclusive = no clear call, values can overlap the other calls; inactive = above about -39%
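Screen run at 2 compound doses on HFFs infected with reporter HCMV, MOI 1 PFU/cell. Luciferase activity from cell lysates at 72 h post infection gave inhibition relative to buffer-only and Salinomycin wells.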
LmPK inh: blocks Leishmania mexicana pyruvate kinase activity; purified LmPK, Kinase-Glo ATP luminescence, 1 h; Potency, µM (titrated, usually from 57.5 µM), inactives show top-dose activity change, negative = inhibition, hits mostly inhibitors; hit rate 0.37% among 290,000; Q27686; also: potency is read from the fitted curve at half-maximal effect
Target sequence (Q27686 whole entry, looked up): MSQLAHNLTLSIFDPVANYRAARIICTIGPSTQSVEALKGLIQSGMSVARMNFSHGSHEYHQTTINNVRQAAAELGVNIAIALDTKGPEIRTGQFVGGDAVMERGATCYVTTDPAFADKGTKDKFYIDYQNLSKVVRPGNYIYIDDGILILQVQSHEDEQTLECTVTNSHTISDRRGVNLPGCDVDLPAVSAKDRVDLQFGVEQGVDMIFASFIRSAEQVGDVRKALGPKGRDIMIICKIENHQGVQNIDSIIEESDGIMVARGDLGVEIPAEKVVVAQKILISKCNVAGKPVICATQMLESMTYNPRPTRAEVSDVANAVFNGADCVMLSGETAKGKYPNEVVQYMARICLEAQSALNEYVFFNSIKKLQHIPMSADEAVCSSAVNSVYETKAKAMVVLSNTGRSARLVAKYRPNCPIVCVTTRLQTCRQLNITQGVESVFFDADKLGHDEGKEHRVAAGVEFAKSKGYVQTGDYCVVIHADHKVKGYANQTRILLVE
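In 50 mM imidazole pH 7.2 with 7 mM MgCl2, LmPK (0.1 nM) turned over PEP (0.5 mM) and ADP (0.1 mM) for 1 h at room temperature. Luciferase read-out of ATP.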
HCV inhibitor: HCV inhibition; Huh7.5.1 HCVcc-Cre infection, luciferase reporter, 44 h; Potency, µM (titrated, usually from 41.8 µM), inactives show top-dose activity change, negative = inhibition, hits mostly inhibitors; hit rate 3.4% among 340,000; also: potency is read from the fitted curve at half-maximal effect
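Infectious HCVcc-Cre (~0.5 moi) was added to cells just after compound, with cells seeded 4 h earlier at 1,000 per well. Luciferase activity after 44 h culture reported infection; substrate was incubated 15 min at room temperature before reading.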
* marks the source's active call; other numbers are inactive results; ? = inconclusive; . = no result given; ! = not active in a repeat; [ ] = dose if it differs, or a comment. Unless noted, calls follow the shape of the dose curve; as a rule, active = well fitted curve in the direction sought with a large enough effect; inconclusive = small, poorly fitted or top-dose-only effect, or another doubt; inactive = no such curve, though single readings can be large; an effect the other way counts as inactive or inconclusive. Unless noted, % is scaled to controls: 0 for no effect and ±100 for the full control effect.

SMILES	AMA1-RON2 inh	TbPYK inhibitor	AmpC inh detg	AmpC inh no detg	HCMV inh	LmPK inh	HCV inhibitor
O=C(NNC(=S)NC1CC2CCC1C2)c1ccc(Cl)cc1 (stereo not drawn)	95%[activator]	-11%	-2%	-39%	-20	4%	-24%
Cc1cccc(-c2nnc(SCC(=O)NC3CC3)n2C)c1	-1%	-4%	8%	-9%	-4	-9%	10%
COc1ccccc1NS(=O)(=O)c1cccc(C(=O)NNC(=O)c2ccc(NC(C)=O)cc2)c1	41%[activator]	3%	-6%	-27%	0	.	17%
Cc1ccc(CCN2CC(C(=O)NCc3ccco3)CC2=O)cc1 (stereo not drawn)	-3%	0%	-4%	33%	-8	3%	5%
O=S1(=O)[C@H]2C[C@@H]3C=C[C@@]2(CN1Cc1cccc(C(F)(F)F)c1)O3	1%	-1%	?	46%	-24	-1%	4%
CN1CCC(N(C)C(=O)c2cccc(S(=O)(=O)N3CCc4ccccc43)c2)CC1	-3%	-6%	.	-7%	-38	.	-2%
Cc1cccc(NC(=S)NCC23C=CC(O2)C2C(=O)N(c4ccc(Cl)cc4)C(=O)C23)c1 (stereo not drawn)	12%	-23%	-13%	-40%	-25	-6%	-6%
CCOc1ccc(-n2nnnc2SCC(=O)c2ccccc2)cc1	-6%	-7%	-12%	-32%	-18	3%	-24%
CC(=O)c1cc(C#N)c(NCc2ccccc2)nc1C	-11%	4%	4%	3%	-16	1%	-15%
CC1(C)COC(c2cc([N+](=O)[O-])ccc2Cl)=N1	2%	0%	1%	-4%	75	-2%	-3%
Cc1ccc(OCCn2c(COc3ccc(Cl)cc3)nc3ccccc32)cc1	.	4%	29%	.	0	.	.
CCC(C(=O)Nc1ncn[nH]1)(C(F)(F)F)C(F)(F)F	3%	-2%	-9%	-14%	27	-3%	-5%
Cc1nc2ccc(S(=O)(=O)N(CC(=O)Nc3ccc(Cl)cc3)Cc3ccccc3)cc2s1	.	-6%	2%	.	-23	.	.
Cc1ccc(S(=O)(=O)c2nnn3c2nc(NCCc2ccccc2)c2sccc23)cc1	.	-3%	14%	.	-65*	.	.
COc1ccc(S(=O)(=O)N(C)C[C@H]2Oc3ccc(NC(=O)Nc4ccc5c(c4)OCO5)cc3C(=O)N([C@H](C)CO)C[C@@H]2C)cc1	-25%	0%	.	70%[activator]	-11	.	-10%
C[C@H]1CN([C@@H](C)CO)S(=O)(=O)c2ccc(Br)cc2O[C@@H]1CN(C)C(=O)Nc1ccc2c(c1)OCO2	-9%	9%	.	.	-11	.	.
CSc1ncnc2ncn(C)c12	?	-2%	.	.	-11	.	7%
COc1ccc(-c2noc(CCC(=O)Nc3cccnc3)n2)cc1	-2%	-6%	-1%	-3%	-16	-4%	?
COc1cccc(CNC(=O)N2CCN(c3ccccc3Cl)CC2)c1	-11%	3%	-13%	-8%	?	6%	-7%
N#CCCN(C(=O)c1ccc2c(=O)n3c(nc2c1)CCCCC3)c1ccccc1	-12%	-6%	-2%	30%	-30	-3%	19%
Cc1sc2ncn(CC(=O)NCCCC(=O)NCc3ccc(F)cc3)c(=O)c2c1C	9%	-2%	?	84%	18	-5%	-10%
Cc1csc(=O)n1CC(=O)OCC(=O)Nc1ccc(C(N)=O)cc1	0%	-8%	6%	-14%	-2	.	10%
CCC(C)NC(=O)c1ccc([N+](=O)[O-])c(Cl)c1 (stereo not drawn)	19%	-9%	-5%	-7%	-24	2%	-2%
Cc1ccc(-c2nnc(SCCOc3ccccc3)o2)cc1	.	0%	12%	.	1	.	.
Cc1cc[n+](-c2[nH]c(=O)sc2/C=N/N=C(\[O-])c2ccccc2)cc1C	2%	1%	3%	-3%	-31	1%	4%
CCN(Cc1ccccc1)C(=O)c1cc2c(s1)-c1c(C)cccc1OC2	.	0%	12%	.	-11	.	.
Cc1nnc2c(Nc3cccc(O)c3)nc3ccccc3n12	.	-1%	9%	.	33	.	.
O=C(Nc1ccc2nc(SCC(=O)N3CCCC3)sc2c1)c1cccc(Cl)c1	.	0%	24%	.	?	.	.
O=C(N/C(=C\c1ccc(F)cc1)C(=O)N1CCCCCC1)c1ccccc1	3%	-3%	0%	-2%	-38	11%	11%
COc1ccccc1NC(=O)c1cnc(SCC(=O)NCCc2ccccc2)n(C)c1=O	11%	-1%	-14%	-8%	26	.	14%
Cc1cn([C@H]2C[C@H](O)[C@@H](COS(=O)(=O)O)O2)c(=O)[nH]c1=O	13%	4%	.	-12%	0	.	9%
Cc1cc(C(F)(F)F)c2c(N)c(C(=O)Nc3c(Cl)cccc3Cl)sc2n1	.	-9%	-7%	.	-26	.	.
CCOC(=O)c1c(C)[nH]c(N=Nc2ccc(C)cc2C)c1C	-2%	2%	3%	16%	15	1%	?
CCc1ccccc1NC(=O)CCc1nc(-c2ccc(C)cc2)no1	-9%	10%	-15%	-12%	52	2%	16%
CC(=O)NCCn1c(SCC(=O)NCCc2ccc(S(N)(=O)=O)cc2)nc2ccccc2c1=O	-10%	-5%	-13%	-9%	-28	1%	-12%
Cc1ccc(N=Cc2cccc(O)c2O)c(C)c1	.	.	0%	-51%	98	-25%	.
C=CCn1c(-c2ccoc2)n[nH]c1=S	4%	?	0%	-12%	-12	-23%	6%
Cc1cccc(CSc2nnc(-c3ccco3)o2)c1	1%	-17%	-14%	7%[2.29 µM]	-25	0%	0%
CCN(CC(=O)Nc1ccccc1OC)C(=O)CN1C(=O)NC(C)(c2ccccc2)C1=O (stereo not drawn)	37%[activator][11.6 µM]	-4%	3%	-8%	11	.	2%
CC1CCCCC1NCC(=O)Nc1ccccc1C(=O)Nc1ccccc1 (stereo not drawn)	16%	1%	.	-23%	-3	.	0.89µM*
Cc1nnc(NC(=O)CSc2nc3c([nH]c4ccccc43)c(=O)n2-c2ccc(Cl)cc2)s1	.	-9%	-2%	.	-13	.	.
COc1ccc(NC(=O)c2ccc3c(c2)OCO3)cc1Cl	20%	-1%	-14%	-19%	155	-20%	0%
C=CCNC(=O)/C(C#N)=C/c1cn(-c2ccccc2)nc1-c1ccc(OC)c([N+](=O)[O-])c1	17%	-13%	14%	17%	-10	0%	1%
O=S1(=O)N=C(N(CCO)/N=C/c2ccccc2F)c2ccccc21	1%	0%	-3%	-27%	-25	0%	-12%
CCCCN(C)c1nnc(NC(=O)Nc2ccc(Br)c(C)c2)s1	.	3%	19%	.	-4	.	.
Cc1ccc(C)c(N2CCN(S(=O)(=O)c3ccc4c(c3)CCC(=O)N4)CC2)c1	.	.	-9%	9%	.	-3%	.
CCOCCCN(CC(=O)NC1CCCC1)C(=O)C(=O)Nc1ccc2c(c1)OCCO2	9%	2%	-13%	14%	-9	2%	18%
CC(C)(C)C(=O)COC(=O)c1cccc(NC(=O)c2ccco2)c1	-8%	0%	9%	-1%	?	2%	-3%
Cc1n[nH]c(C)c1S(=O)(=O)N1CCc2ccccc2C1	-11%	-13%	-6%	-15%	2	4%	10%
CC(=O)c1c(C)n(-c2cccc(C)c2)c2ccc(OC(=O)COc3ccccc3)cc12	.	3%	11%	.	-63*	.	.
CC(C)(C)N1C(=O)c2c(C(=O)OCc3ccccc3)[nH]c(-c3ccccc3)c2C1=O	11%	-2%	.	.	-12	.	.
Cc1cccnc1NC(=O)c1ccc(C(=O)c2ccccc2)cc1	8%	-2%	-2%	-20%	11	.	9%
O=C(COC(=O)C1CC1)Nc1ccccc1Sc1ccccc1	14%	4%	0%	-7%	?	1%	0%
Cc1cc(C)n2nc(SCC(=O)N(C)C)nc2n1	10%	-9%	-12%	-19%	9	-1%	10%
O=C(NCc1cccc(C(F)(F)F)c1)C1CCCN(c2ncccn2)C1 (stereo not drawn)	0%	5%	-2%	15%	10	2%	11%
CCCCOc1ccc(-c2ncc(N)cn2)cc1	3%	2%	6%	-4%	62	-6%	?
COc1ccc(-n2nc3c(N4CCC(C(=O)NCc5ccco5)CC4)nnc(C)c3c2C)cc1	-3%	4%	1%	63%[activator]	.	1%	3%
CN(C)c1ccc(S(=O)(=O)N2CCCCC2)cc1NC(=O)COc1ccccc1F	-4%	-2%	1%	-29%	0	2%	-15%
C=CCn1c(CCCOc2ccc(Cl)cc2Cl)nnc1SCC(=O)Nc1nccs1	28%	-4%	5%	-13%	16	5%	8%
Cc1ccccc1C(=O)Nc1ccc2nc(SCC(=O)N(C)c3ccccc3)sc2c1	.	-1%	12%	.	?	.	.

Reformatted: entries from further up.
compound,AMA1-RON2 inh,TbPYK inhibitor,AmpC inh detg,AmpC inh no detg,HCMV inh,LmPK inh,HCV inhibitor
CCCCN(C)c1nnc(NC(=O)Nc2ccc(Br)c(C)c2)s1,.,3%,19%,.,-4,.,.
CN(C)c1ccc(S(=O)(=O)N2CCCCC2)cc1NC(=O)COc1ccccc1F,-4%,-2%,1%,-29%,0,2%,-15%
Cc1cccnc1NC(=O)c1ccc(C(=O)c2ccccc2)cc1,8%,-2%,-2%,-20%,11,.,9%
Cc1ccc(C)c(N2CCN(S(=O)(=O)c3ccc4c(c3)CCC(=O)N4)CC2)c1,.,.,-9%,9%,.,-3%,.
COc1ccc(NC(=O)c2ccc3c(c2)OCO3)cc1Cl,20%,-1%,-14%,-19%,155,-20%,0%

Additional compounds follow.
SMILES	AMA1-RON2 inh	TbPYK inhibitor	AmpC inh detg	AmpC inh no detg	HCMV inh	LmPK inh	HCV inhibitor
CCCCC[C@H](C)N1C[C@H](COCc2ccccc2)Oc2cc(N3CC[C@@H](N(C)C)C3)ccc2S1(=O)=O	?	2%	.	.	-101*	.	.
CSCc1c(C(=O)Nc2ccc3c(c2)OCO3)oc2ccccc12	4%	-7%	-1%	-53%	28	3%	-28%
COc1ccc(C2N(c3ccc(OC)cc3)C(=S)N3CCCN23)cc1 (stereo not drawn)	-5%	2%	-14%	-18%	-36	1%	5%
CCCCN1C(=O)C(CC(=O)NC2CC2)CC(C(=O)N(CC)CC)=C1C (stereo not drawn)	4%	-1%	.	.	-18	.	.
O=C(Cc1ccc([N+](=O)[O-])cc1)N/N=C/c1cccs1	-15%	2%	2%	-2%	6	6%	-1%
COc1ccc(NC(=S)NC(NC(=O)c2cccc(Cl)c2)C(Cl)(Cl)Cl)c([N+](=O)[O-])c1 (stereo not drawn)	16%	-2%	-9%	-16%	-88*	1%	11µM*!
O=C(c1ccccc1)C(Cn1cncn1)C(Sc1ccccc1)c1ccccc1 (stereo not drawn)	10%	5%	-8%	21%	-3	6%	-2%
